Bioassay records as filed in PubChem.
DENV2 CPE – inhibitors of DENV2 cytopathic effect; DENV2-infected cells, cytopathic effect rescue, plate reader; CPE inhibition, % at 9.99 µM; AID 651640; hit rate 1.7% among 350,000; in the data active means CPE inhibition above about 20%, passing the limit was not always enough; inconclusive means no clear call, values can overlap the other calls; tested in BHK-21 cells;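 further: 0% = median of neutral control wells and 100% = median of positive control wells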
S100A4 MyoIIA – blocks human S100A4 binding to myosin IIA peptide | inhibition, % at 10.7 µM | hit rate 0.14% among 360,000 | S100A4/TAMRA-MyoIIA peptide fluorescence polarization | AID 652163;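 active means mean inhibition of at least 70% across replicates, with every replicate also reaching that level; inconclusive means mean inhibition reaches 70% but some replicates fall short; inactive means mean inhibition below 70%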
Target sequence (P26447 whole entry, looked up): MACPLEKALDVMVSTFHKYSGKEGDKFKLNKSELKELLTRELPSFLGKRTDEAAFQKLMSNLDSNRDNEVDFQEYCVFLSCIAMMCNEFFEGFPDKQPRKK
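Material: S100A4 monomer (human). Medium: Calcium-containing HEPES buffer, pH 7.2. Probe or stimulus: labelled myosin peptide probe, 5 nM. Compound dosing: one concentration per compound. Timing: polarization read 5 min after assay mix addition, stable 5–60 min. Benchmarks: DMSO as neutral control, TFP as positive control.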
Statin myotox sup – suppressors of simvastatin-induced myotoxicity in C2C12 myotubes; rescue of ATP level, % at 7.49 µM; hit rate 0.78% among 330,000; ATP luminescence, 48 h; scaled: DMSO 0, geranylgeraniol control 100;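 active means mean ATP rescue above about 67%, or every replicate alone reaching that limit, limit read from the data, passing the limit was not always enough; inconclusive means no clear call, values can overlap the other calls; inactive means mean under the limit and some replicate under it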;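 further: myotubes were challenged with 10 µM simvastatin during compound exposure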
SIRT5 inh – blocks human SIRT5 desuccinylation of peptide; inhibition, % at 15 µM; Q9NXA8; hit rate 1.1% among 330,000; Purified SirT5, succinyl-peptide AMC, trypsin-coupled fluorescence; in the data active means inhibition above about 15%; inconclusive means no clear call, values can overlap the other calls
Target sequence (Q9NXA8 whole entry, looked up): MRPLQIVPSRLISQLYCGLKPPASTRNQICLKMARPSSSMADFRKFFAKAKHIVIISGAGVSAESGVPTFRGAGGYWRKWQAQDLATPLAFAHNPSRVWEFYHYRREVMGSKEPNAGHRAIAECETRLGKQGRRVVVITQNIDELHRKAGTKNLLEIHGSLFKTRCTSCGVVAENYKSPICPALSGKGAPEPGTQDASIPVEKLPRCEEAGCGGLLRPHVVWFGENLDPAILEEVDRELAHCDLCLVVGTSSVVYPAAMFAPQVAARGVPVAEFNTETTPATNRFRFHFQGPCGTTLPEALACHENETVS
E-selectin induc – E-selectin induction on HUVECs; P16581; activation, % at 7.58 µM; HUVEC E-selectin immunofluorescence imaging; normalized: neutral wells 0, TNF-alpha wells 100; hit rate 0.37% among 260,000;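 active means mean E-selectin-positive cell signal at least 10% of the positive control, reached in at least 60% of replicates, without over 20% cell loss; inconclusive means no rule given, readout overlaps actives, possibly toxicity-flagged; inactive means the rest, including those meeting only one limit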;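 further: in these data hits start at about 27%; measured in HUVEC primary endothelial cells; signal is the percent of cells scored E-selectin positive by PE staining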
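material = human umbilical vein endothelial cells (HUVEC), E-selectin induction | quantity = 3,000 cells/well | medium = EGM-2 growth medium on 0.1% gelatin-coated wells | technique = immunofluorescence imaging | read-out basis = % PE-positive cells | control set = TNF-alpha positive control, DMSO neutral control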
ERp5 block – inhibitors of human ERp5; Q15084; ERp5 insulin aggregation, absorbance 650 nm, 90 min; inhibition, % at 9.99 µM; hit rate 0.05% among 350,000;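 active means mean replicate inhibition above about 25%, with every replicate also reaching it, limit read from the data, passing the limit was not always enough; inconclusive means only one of those two criteria met; inactive means neither criterion met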
Target sequence (Q15084 whole entry, looked up): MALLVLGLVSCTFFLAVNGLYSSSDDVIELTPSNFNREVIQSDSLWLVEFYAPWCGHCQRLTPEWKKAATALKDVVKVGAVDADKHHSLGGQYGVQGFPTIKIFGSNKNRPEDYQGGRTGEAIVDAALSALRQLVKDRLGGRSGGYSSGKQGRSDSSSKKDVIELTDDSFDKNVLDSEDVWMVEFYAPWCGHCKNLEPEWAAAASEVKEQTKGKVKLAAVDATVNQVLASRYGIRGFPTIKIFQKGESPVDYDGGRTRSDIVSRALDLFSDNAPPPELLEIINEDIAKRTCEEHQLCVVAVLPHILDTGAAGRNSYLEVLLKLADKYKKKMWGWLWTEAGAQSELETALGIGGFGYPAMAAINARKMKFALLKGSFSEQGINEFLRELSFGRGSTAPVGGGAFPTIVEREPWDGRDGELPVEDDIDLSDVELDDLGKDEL
PglD inh – inhibitors of Campylobacter jejuni PglD acetyltransferase; inhibition, % at 12.5 µM; hit rate 0.098% among 360,000; purified PglD enzyme, DTNB colorimetric CoA detection; AID 602405; in the data active means inhibition above about 16%, passing the limit was not always enough; inconclusive means no clear call, values can overlap the other calls; further: strong numbers were not always called active
Active calls of the source: *; ? = inconclusive; . = no result given. This is a subset; count on the stated rates, not on these rows.

SMILES	DENV2 CPE	S100A4 MyoIIA	Statin myotox sup	SIRT5 inh	E-selectin induc	ERp5 block	PglD inh
O=C(COC(=O)COc1cccc(F)c1)Nc1nc2ccccc2s1	?	-4	6	-5	.	6	-3
C[C@@H]1CCC(=O)N(C[C@@H](C)CC#N)CC1	11	5	10	4	.	5	-1
COc1ccc(CN(C)C[C@H]2Oc3c(NC(=O)c4cnccn4)cccc3C(=O)N([C@H](C)CO)C[C@@H]2C)cc1	-4	-27	14	-2	39*	-1	-2
O=C(Nc1ccn(CCCNCc2ccccc2)c(=O)n1)OCc1ccccc1	-1	-11	3	7	-0.7	-3	-7
O=S(=O)(NCCN1CCN(S(=O)(=O)c2ccccc2F)CC1)c1ccccc1F	-2	2	4	2	-0.1	3	-3
O=C(CN1CCN(c2ccccc2)CC1)N1CCc2ccccc21	2	-5	4	-3	.	-7	4
COC(=O)c1cccc(NC(=S)N2CCCCC2)c1	-3	-1	11	-2	.	0	-4
C[C@@H]1CN([C@@H](C)CO)C(=O)Cc2cc(NC(=O)CCCCCC(=O)Nc3ccccc3N)ccc2O[C@H]1CN(C)C	?	2	8	4	-3.3	6	21*
CCCCC(=O)Nc1cnc(NC(=O)c2cccs2)cc1C	-2	2	-5	-6	.	1	3
Fc1ccccc1N1CCN(Cc2cc(-c3ccccc3)on2)CC1	5	-4	-3	0	.	1	-2
CCn1c(NC(C)=O)c(-c2ccccc2Cl)c(=O)c2ccccc21	0	0	2	-2	.	-2	4
Cc1ccccc1S(=O)(=O)N1C[C@H](O)COC[C@H]2O[C@H](CC(=O)N3CCCCC3)CC[C@@H]21	-8	-14	2	0	0.2	4	0
N#CC(C(=O)c1ccccc1)=C1SCCS1	-5	2	.	3	1.2	1	0
COCc1ccc(C(=O)N2CCCC(N3CCN(c4ccc(F)cc4)CC3)C2)o1 (stereo not given)	13	-2	-1	-1	1.4	0	-3
COC(=O)Cc1[nH]n(-c2nc3ccccc3s2)c(=O)c1C(C)=Nc1ccc(Cl)cc1	1	-2	.	-5	0.1	-4	.

Reprinted at random: 5 entries already listed, in no set order.
SMILES	DENV2 CPE	S100A4 MyoIIA	Statin myotox sup	SIRT5 inh	E-selectin induc	ERp5 block	PglD inh
C[C@@H]1CN([C@@H](C)CO)C(=O)Cc2cc(NC(=O)CCCCCC(=O)Nc3ccccc3N)ccc2O[C@H]1CN(C)C	?	2	8	4	-3.3	6	21*
C[C@@H]1CCC(=O)N(C[C@@H](C)CC#N)CC1	11	5	10	4	.	5	-1
O=S(=O)(NCCN1CCN(S(=O)(=O)c2ccccc2F)CC1)c1ccccc1F	-2	2	4	2	-0.1	3	-3
O=C(Nc1ccn(CCCNCc2ccccc2)c(=O)n1)OCc1ccccc1	-1	-11	3	7	-0.7	-3	-7
Cc1ccccc1S(=O)(=O)N1C[C@H](O)COC[C@H]2O[C@H](CC(=O)N3CCCCC3)CC[C@@H]21	-8	-14	2	0	0.2	4	0

Going on with the list.
SMILES	DENV2 CPE	S100A4 MyoIIA	Statin myotox sup	SIRT5 inh	E-selectin induc	ERp5 block	PglD inh
CCn1c(=O)c(C(=O)NCc2ccccc2)c(O)c2ccccc21	0	0	3	-4	.	-6	5
C[C@@H]1CN([C@@H](C)CO)C(=O)c2cc(NC(=O)C3CC3)ccc2O[C@H]1CN(C)Cc1ccc(-c2ccccc2)cc1	-1	8	32	13	0.0	4	-2
Cc1ccc(S(=O)(=O)N2CCN(C(=O)c3cc(C4CC4)nn3-c3ccccc3)CC2)cc1	-5	1	5	.	-0.1	4	1
C[C@@H]1CN([C@@H](C)CO)C(=O)c2cc(C#CC3CC3)cnc2O[C@@H]1CN(C)Cc1ccccn1	-7	-11	-2	-2	-0.2	-1	2
COc1cc(CNc2ccc(N3CCCC3)cc2)ccc1OCc1ccccc1	-1	-6	.	4	-0.1	-4	.
COc1cccc(CNc2nc3cc(-c4cnn(Cc5ccccc5)c4)sc3c(=O)n2C)c1	0	6	10	.	0.1	-2	2
CCOC(=O)c1c(C)nsc1NC(=O)c1ccco1	-3	-3	0	1	-0.9	1	6
CCCNC(=O)Nc1ccc2c(c1)C(=O)N(C)[C@H]1CC[C@H](CC(=O)Nc3cc(F)ccc3F)O[C@@H]1CO2	-9	6	23	1	0.0	-2	2
O=C1NN(c2cccc(Br)c2)C(=O)/C1=C\c1ccc(O)cc1	0	2	4	-3	17	1	-3
Cc1cccc(-n2cc3c(=O)n(C)c(=O)n(C)c3c2)c1	2	2	.	-2	.	-3	.
c1ccc(-c2nnc(CSc3ccc4c(c3)OCCO4)o2)cc1	5	0	-3	0	0.9	-2	7
COc1cccc(S(=O)(=O)Nc2ccc3c(c2)[C@@H]2C[C@H](CC(=O)N[C@@H](C)c4ccccc4)O[C@H](CO)[C@@H]2O3)c1	3	2	5	-7	-0.2	-10	-1
C[C@H]1CN([C@@H](C)CO)C(=O)c2cc(NS(=O)(=O)c3ccc(Cl)cc3)ccc2O[C@@H]1CN(C)S(=O)(=O)c1cccs1	39*	-4	-6	4	0.0	-14	2
COc1ccc(S(=O)(=O)N(C)C[C@H]2Oc3ccc(NS(C)(=O)=O)cc3CC(=O)N([C@@H](C)CO)C[C@H]2C)cc1	16	8	-48	1	.	-1	-3
COc1ccc2c3c(n(C)c2c1)[C@H](CO)N(C(=O)c1cnccn1)CC31CCN(C(C)=O)CC1	-6	12	.	3	-0.5	-5	.
CCCCn1c(N)c(N(CCC(C)C)C(=O)C2CC(=O)N(Cc3ccc(C)cc3)C2)c(=O)[nH]c1=O (stereo not given)	0	-12	18	0	4.2	0	1
O=C(C[C@@H]1CC[C@H](NC(=O)C2CCC2)[C@@H](CO)O1)NCC1CC1	3	-29	-7	-1	-0.4	1	-2
CP(=O)(Nc1cc(Cl)ccc1Cl)c1nc2c(s1)CCCC2 (stereo not given)	-4	2	19	-6	0.7	7	5
COc1ccccc1-n1nnnc1SCC(=O)NCC1(N2CCOCC2)CCCCC1	0	-3	-17	-3	.	-17	2
COc1cccc(NC(=O)N[C@@H]2CC[C@H](CC(=O)N3CCN(C)CC3)O[C@@H]2CO)c1	-7	-2	-1	0	0.2	4	0
O=C(CCc1nnc(-c2ccccc2)o1)c1ccc(Cl)cc1	5	5	1	-4	1.2	2	2
Cc1ccc(NC(=O)CSCc2cc(=O)n3nc(C4CC4)sc3n2)cc1	3	5	7	1	.	2	-2
Cn1nnnc1SCC(=O)N1CCN(Cc2ccccc2)CC1	1	1	7	2	.	1	.
COc1ccc(NC(=O)N(C)C[C@H]2Oc3ccc(NC(=O)Cc4cn(C)c5ccccc45)cc3C(=O)N([C@@H](C)CO)C[C@@H]2C)cc1	.	-1	.	5	-0.7	4	-1
CCC1NC(=O)c2cccnc2-n2c1nc1ccc(C)cc1c2=O (stereo not given)	8	0	-2	.	-0.2	4	-5
CC(C)(C)c1ccc(-c2cc(NC(=O)Cc3c[nH]c4ccccc34)ccc2Nc2cccnc2)cc1	?	-7	.	.	0.7	-5	.
CC(=O)OC(C)[C@H]1CC[C@H]2[C@@H]3CC[C@H]4C[C@@H](OC(C)=O)CC[C@]4(C)C3=CC[C@]12C (stereo not given in full)	-3	0	-7	0	0.6	-10	-3
CC(C)N(C(=O)Cn1c(SCC(=O)N2CCN(c3ccccc3)CC2)nc2ccccc21)C(C)C	1	1	.	-3	.	2	.
OCCOCCn1c(C(CO)Nc2nc(-c3ccc(Cl)cc3)cs2)nc2ccccc21 (stereo not given)	-2	0	?	.	0.1	-9	-1
CN(C)C(=O)C[C@@H]1C[C@@H]2c3cc(NC(=O)c4ccc5c(c4)OCO5)ccc3O[C@@H]2[C@@H](CO)O1	-2	7	3	-2	-0.3	-2	2
CN1C(=S)SC2CS(=O)(=O)CC21 (stereo not given)	3	-7	.	-4	-0.1	1	0
COc1ccccc1Cn1c(C)nnc1-c1cnn(C)c1N	?	2	.	4	0.0	2	.
CCC(=O)N[C@@H]1C=C[C@H](CC(=O)NCC2CCCCC2)O[C@@H]1CO	?	-3	2	-7	-0.4	7	2
CCOC(=O)C1=C(COC(=O)c2ccc(Cl)c(S(=O)(=O)N3CCOCC3)c2)NC(=O)NC1C (stereo not given)	-10	11	7	1	.	4	10
CS(=O)(=O)N1CC(=O)N2[C@H](C1)[C@H](c1ccc(C#Cc3cccc(F)c3)cc1)[C@@H]2CO	-1	0	.	3	-0.1	-5	.
Cn1nc(C(=O)N2CCc3ccccc32)c2ccccc2c1=O	-9	4	.	-5	.	-2	.
C[C@H](CO)N1C[C@H](C)[C@H](CN(C)Cc2ccccc2)OCCCC[C@H](C)Oc2ccc(NC(=O)Cc3ccccc3)cc2C1=O	17	2	.	1	.	-5	-2
O=C(O)c1ccc(-n2[nH]c3c(c2=O)CCCC3)cc1	-3	0	4	0	-0.5	3	.
O=S(=O)(c1ccc(-n2cnnn2)cc1)N1CCN(c2ccccc2F)CC1	13	3	-5	-4	.	2	2
CC(=O)c1cccc(NC(=O)CSc2nc(=O)n(CCN3CCOCC3)c3c2CCCC3)c1	5	-11	-3	0	0.8	1	-97
CSc1ncccc1C(=O)Nc1cc(C)ccn1	2	-2	-3	-1	-0.1	9	0
NC(=O)c1nsc(C(=O)N(CC(=O)NCc2ccccc2)c2cccc(F)c2)c1N	?	-1	7	-2	.	7	-3
O=C(Cc1ccccc1)NNC1CC(=O)N(c2ccccc2)C1=O (stereo not given)	10	-16	.	1	-0.5	-2	.
CC(=O)NC[C@H]1[C@@H](c2ccc(-c3cccnc3)cc2)[C@@H](CO)N1C(=O)C1CCC1	9	.	4	.	-0.2	.	-1
CC(C)(C)CC(=O)Nc1ccccc1N1CCN(c2ccc(F)cc2)CC1	17	-5	7	3	.	2	6
COc1ccc2c3c([nH]c2c1)[C@H](CO)N(C(=O)Nc1ccc(F)cc1)CC31CN(C(=O)Nc2c(C)noc2C)C1	-15	66	.	-1	-0.2	-2	.
CN(C)N1C(N)=C(C#N)C(c2ccc3c(c2)OCO3)C2=C1CCCC2=O (stereo not given)	6	-13	4	-1	.	2	-1
CCn1c(CNC(=O)Cc2ccc(OC)cc2)nnc1SCC(=O)Nc1ccc(C(=O)O)cc1	6	1	.	5	-0.8	-3	.
CNC[C@@H]1Oc2ncc(C#CC3(O)CCCC3)cc2C(=O)N([C@@H](C)CO)C[C@@H]1C	-2	1	15	-3	0.1	-2	-1
C/C=C/c1cnc2c(c1)C(=O)N([C@@H](C)CO)C[C@@H](C)[C@@H](CN(C)C(=O)Nc1ccccc1F)O2	-4	0	11	-1	-0.1	1	-2
CCCCN(Cc1ccccc1)S(=O)(=O)c1c(N)n(C)c(=O)n(C)c1=O	4	-4	0	1	-0.1	1	-4
COc1cc2oc(=O)cc(CN3CCCCCCC3)c2cc1Cl	5	-5	-10	10	0.1	1	-3
CCC(C)(C)n1nnnc1C(c1ccc(O)cc1)N1CCc2ccccc2C1 (stereo not given)	-5	-5	7	1	6.7	2	-2
CC(C)c1ccc(NC(=O)C(c2ccccc2)N(Cc2ccco2)C(=O)CC2NC(=O)NC2=O)cc1 (stereo not given)	-7	-2	.	-6	0.7	?	.
O=C(NCCCNC(=O)c1ccc(-c2cccc(Cl)c2)o1)c1cnccn1	-4	-3	-22	-4	0.0	6	.
COc1ccc(C(=O)N/C(=C\c2ccccc2)C(=O)Nc2ccccc2C(=O)O)cc1	2	-20	.	2	2.2	0	.
CN(C)C(=O)c1ccc(-c2ccc3c(c2)[C@H]2[C@H](CCN2C(=O)c2ccc4c(c2)OCO4)[C@H](CO)N3)cc1	4	.	-2	.	-0.6	-1	1
Cn1ccc2c(-c3ccc4c(c3)OCCO4)cc3c(c21)C1CCC3C1 (stereo not given)	-15	3	2	.	-0.2	4	6
CC[C@H](C)[C@@H]1NC(=O)c2cc([N+](=O)[O-])cc(F)c2NCCCC[C@@H](C(N)=O)NC(=O)[C@H](CC(N)=O)NC1=O	-8	-2	22	3	0.1	0	3
